# High-throughput results as filed in PubChem.
# NR1D1 modulator = Rev-erb alpha (human) modulation; P20393; Rev-erbα–FITC-DNA binding, fluorescence polarization, 90 min; activity, % at 10 µM; actives 0.79% (n = 370,000); AID 1259318;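 active means activity above about 14%, limit read from the data; passing the limit was not always enough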;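 further: 0% = DMSO wells with 35 nM protein and 100% = DMSO wells with 750 nM protein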
# PLC-beta3 inh = PLC-beta3 (human) inhibition, primary screen; Q01970; Purified PLC-beta3, fluorogenic substrate, fluorescence; inhibition, % at 12.2 µM; actives 0.18% (n = 370,000); AID 720704; in the data active means inhibition above about 11%;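 further: 0% = median of compound wells on plate and 100% = full blocker control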
# PG9 Ab binder = binds the HIV-1 gp120 antibody PG9 | TR-FRET gp120-PG9 antibody binding | inhibition, % at 6.7 µM | actives 0.43% (n = 360,000) | AID 624416; in the data active means inhibition above about 8.5%
# HGIII-sPLA2 inh = Inhibits HGIII-sPLA2 liposome hydrolysis, primary screen | Q9NZ20 | QFRET BODIPY PC-A2 liposome hydrolysis, fluorescence | inhibition, % at 12.2 µM | actives 0.56% (n = 370,000);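 active means inhibition above mean plus 3 SD of compounds lying within the high and low control bounds, cut at about 19% in these data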;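 further: 0% = median of test compound wells and 100% = no enzyme DMSO wells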
# Target sequence (Q9NZ20 whole entry, looked up): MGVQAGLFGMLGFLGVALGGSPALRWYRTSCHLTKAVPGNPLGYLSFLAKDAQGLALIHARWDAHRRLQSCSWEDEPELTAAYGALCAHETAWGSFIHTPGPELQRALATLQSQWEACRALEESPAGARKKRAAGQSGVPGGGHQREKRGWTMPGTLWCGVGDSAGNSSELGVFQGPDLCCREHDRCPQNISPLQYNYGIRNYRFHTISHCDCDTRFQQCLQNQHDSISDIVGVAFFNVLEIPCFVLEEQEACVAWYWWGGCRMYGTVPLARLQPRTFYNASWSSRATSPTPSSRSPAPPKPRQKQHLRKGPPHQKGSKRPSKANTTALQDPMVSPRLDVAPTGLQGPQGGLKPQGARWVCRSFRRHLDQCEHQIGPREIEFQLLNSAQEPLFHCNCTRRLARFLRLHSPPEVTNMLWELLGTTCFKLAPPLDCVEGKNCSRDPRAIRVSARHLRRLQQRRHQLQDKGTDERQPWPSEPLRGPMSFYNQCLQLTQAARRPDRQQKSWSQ
# ssDAF-12 act = activators of S. stercoralis DAF-12 nuclear receptor | activation, % at 6.8 µM | actives 1% (n = 370,000) | AID 652126 | HEK293 ssDAF-12/GRIP1 lit1-tk-luc reporter, luminescence; % of 3 µM dafachronic acid response;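 active means activation above the mean over all tested compounds plus 3 SD, cut at about 0.9% in these data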;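 further: 0% = DMSO-only wells and 100% = 3 µM delta7-dafachronic acid wells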
# DAX1 inh-1 = inhibitors of human orphan nuclear receptor DAX1 (NR0B1). AID 504766. inhibition, % at 6.75 µM. actives 0.99% (n = 340,000). HEK293 Gal4-DAX1 luciferase reporter, luminescence;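 active means inhibition above the mean over all tested compounds plus 3 SD, cut at about 4.2% in these data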;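 further: 0% = DAX1-transfected cells with DMSO and 100% = empty-vector control cells with DMSO; inhibition shows as a rise in luminescence from relieved DAX1 repression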
# Target sequence (P51843 207-470 limits assumed): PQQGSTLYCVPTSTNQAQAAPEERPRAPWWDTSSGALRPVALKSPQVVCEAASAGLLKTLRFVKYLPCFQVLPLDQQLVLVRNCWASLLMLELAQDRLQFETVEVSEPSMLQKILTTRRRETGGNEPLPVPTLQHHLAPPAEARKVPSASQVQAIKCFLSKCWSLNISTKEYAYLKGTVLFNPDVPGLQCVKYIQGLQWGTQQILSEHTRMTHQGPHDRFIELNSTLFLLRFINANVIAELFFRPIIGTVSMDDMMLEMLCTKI
# hcDAF12 agonist = activates DAF-12 receptor from parasite H. contortus | actives 1.4% (n = 370,000) | AID 652067 | activation, % at 6.8 µM | HEK293 hcDAF-12 lit1-tk-luc reporter, luminescence; 0% DMSO, 100% Δ7-dafachronic acid;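 active means activation above the mean of all tested compounds plus 3 SD, cut at about 5.5% in these data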;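 further: 100% = response to 3 µM Δ7-dafachronic acid high control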
# hgDAF12 agonist = activates the H. glycines DAF-12 receptor ligand-binding domain; HEK293 GAL4-hgDAF12 UAS-luciferase reporter, agonist luminescence; normalized to butyrate control; activation, % at 6.8 µM; actives 1.8% (n = 370,000);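 active means activation above a cutoff set at the mean of all screened compounds plus 3 SD, cut at about 10% in these data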;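 further: 0% = DMSO wells and 100% = sodium butyrate wells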
# SMARCA2 activ = increases SMARCA2 function in MMTV reporter cells; activation, % at 9.1 µM; actives 1% (n = 370,000); MG213 cells, MMTV-luciferase reporter, dexamethasone, overnight; AID 652017; in the data active means activation above about 7.8%;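 further: 0% = vehicle wells and 100% = reference activator wells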
# DAX1 inh-2 = inhibitors of DAX1 repression of SF-1 activated StAR promoter. HEK293T StAR-luciferase reporter, SF-1/DAX-1 repression relief. inhibition, % at 6.8 µM. actives 1.1% (n = 370,000). AID 652010;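 active means inhibition above the mean over all tested compounds plus 3 SD, cut at about 3.6% in these data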;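 further: 0% = DAX-1 cells with DMSO and 100% = cells lacking DAX-1 with DMSO; higher inhibition means more luminescence from relief of DAX-1 repression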
# FXN GAA850 act = increases GAA850 frataxin promoter reporter activity; activation, % at 6 µM; HEK293 lucGAA850 FXN promoter luciferase reporter, 24 h; percent of 10 µM SAHA response; actives 0.56% (n = 360,000);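 active means activation above the average of all compounds screened plus 3 SD, cutoff fixed separately per campaign, cut at about 7.5% in these data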;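 further: 0% = DMSO wells and 100% = 10 µM SAHA wells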
# * marks the source's active call; other numbers are inactive results; i = inactive; · = not tested or not shown; & = joins results of further samples. Rows were taken by chance (roughly 7% active in at least one column).
SMILES,NR1D1 modulator,PLC-beta3 inh,PG9 Ab binder,HGIII-sPLA2 inh,ssDAF-12 act,DAX1 inh-1,hcDAF12 agonist,hgDAF12 agonist,SMARCA2 activ,DAX1 inh-2,FXN GAA850 act
COc1ccc(Cl)cc1NC(=O)C(OC)c1ccccc1 (stereo not drawn),0,-2,1.0,0,-1.5,-0.1,-1.0,-0.1,-3,-1.0,-2.7
CC(=O)Oc1ccc(-c2ccc(C(=O)O)cc2)cc1,-3,-2,-0.1,2,-0.9,1.0,-0.2,-2.2,1,0.1,1.3
O=C(COC(=O)Cc1cccc(C(F)(F)F)c1)NC1CCS(=O)(=O)C1 (stereo not drawn),-4,-3,0.0,4,-0.7,-0.4,-0.7,-0.4,4,0.1,0.7
CCOC(=O)c1c(CSc2ccc(CC)cc2)oc2ccc(O)c(CN(C)C)c12,-7,-2,0.5,-35,-1.7,-1.5,-4.1,-1.5,-5,-1.0,0.3
COc1cccc(Nc2cc(C)nc3ccccc23)c1,2,5,-1.7,0,-1.6,0.4,-0.9,1.3,-1,0.2,-0.9
CCOc1ccc(-c2cc(N3C(=O)Nc4ccccc4N3O)on2)cc1,5,1,-0.8,-6,-1.5,-1.6,0.2,-0.4,0,0.3,1.1
CC1CCc2sc(C(=O)OCC(=O)NC(C)C)cc2C1 (stereo not drawn),-7,-3,0.1,3,-0.6,0.1,-0.2,-2.8,1,-0.1,-0.1
COc1cc(-c2cc(C(=O)Nc3ccc(C)c(S(=O)(=O)N4CCOCC4)c3)c3ccccc3n2)cc(OC)c1OC,2,-262,5.9,-15,-1.6,-3.0,-3.4,-5.8,1,-4.6,-4.4
O=C(Oc1ccc(N(C(=O)c2ccncc2)S(=O)(=O)c2cccs2)cc1)c1ccncc1,-2,-9,0.1,0,-1.5,-0.1,-0.2,-1.5,-2,-0.2,-0.3
COC(=O)CCCCCNc1ccc(C(=O)OC)cc1N,5,-7,-4.7,-6,-0.7,-0.4,-0.9,3.6,6,0.1,1.6
COc1ccc(/C=N/Nc2nc(NCc3ccco3)nc(Nc3ccc(OC)cc3)n2)cc1,0,-1,-1.1,3,-1.7,0.3,-1.6,-2.8,-1,-0.9,-0.5
N=NC(=O)c1ccccc1Nc1c(O)[nH]c2ccccc12,-7,-155,-6.2,10,2.3*,-2.8,13*,15*,5,6.1*,2.6
O=C(O)CCC(=O)Nc1sc2c(c1C(=O)NC1CCCC1)CCCC2,1,-3,-0.7,6,-0.9,1.5,0.1,0.0,-3,0.4,-0.1
CC(C)(C)NC(=O)c1ccc2c(c1)C(=O)N(Cc1ccco1)C2=O,-10,-8,-0.5,3,0.7,0.6,-1.0,-0.4,-2,-0.5,0.2
COc1ccc(NC(=O)c2ccccc2NC(=O)C2CCCCC2C(=O)O)cc1 (stereo not drawn),-3,-5,0.3,1,-0.1,2.9,5.2,14*,4,1.7,3.0
O=C(C1CCN(Cc2ccc(Cl)cc2)CC1)N1CCN(Cc2ccc3c(c2)OCO3)CC1,0,-4,0.4,-12,-2.0,-1.4,-5.9,-4.4,-4,-6.1,-1.6
O=C(/C=C/c1cccc([N+](=O)[O-])c1)n1cnc2ccccc21,4,5,-2.6,-2,-0.8,·,-1.2,4.0,0,-0.1,5.0
CCOc1ccc(C2C(C#N)=C(N)Oc3cc(C)n(Cc4ccco4)c(=O)c32)cc1OC (stereo not drawn),0,0,0.2,0,-1.4,-0.4,-1.5,1.0,0,-0.2,-1.4
CN(CC(=O)Nc1ccccc1C(F)(F)F)C(=O)CSc1nnc(N)s1,4,1,0.4,4,-1.4,-0.9,-1.2,2.5,-3,0.0,1.0
COc1ccc(N(CC(=O)Nc2ccc(F)c(F)c2)S(=O)(=O)c2c(C)[nH]c(=O)[nH]c2=O)cc1,-4,-6,-1.8,-4,-0.9,0.7,-0.1,-1.3,0,0.6,-0.7
COc1ccc(C(=O)NNC(=O)c2cnccn2)cc1[N+](=O)[O-],-2,0,-0.5,5,-1.1,1.8,-1.2,2.3,-2,-0.3,-0.4
O=S(=O)(Cc1ccccc1)N1CCCc2ccccc21,0,0,-1.3,4,-1.0,1.3,0.0,0.5,-2,0.0,2.0
COc1ccccc1N=Nc1[nH]c2ccc(C)cc2c1O,-3,0,0.0,11,0.3,-0.4,5.5,7.7,7.9*,0.1,4.1
CCC(=O)Nc1nc(N)n(-c2ccccc2)n1,-1,3,0.5,2,-0.7,-0.5,-2.5,0.6,-1,-1.2,1.2
O=C(NCCc1ccccc1)C1CC(=O)N(C2CCCC2)C1 (stereo not drawn),1,-8,1.7,3,-1.1,0.6,-0.4,0.9,-2,-0.2,-0.4
# Going on with the list.
SMILES,NR1D1 modulator,PLC-beta3 inh,PG9 Ab binder,HGIII-sPLA2 inh,ssDAF-12 act,DAX1 inh-1,hcDAF12 agonist,hgDAF12 agonist,SMARCA2 activ,DAX1 inh-2,FXN GAA850 act
COc1ccc(/C=C/C(=O)c2cc(Cl)cc(Cl)c2O)c(OC)c1,-5,-24,1.4,4,-1.1,2.0,1.5,-2.6,0,0.3,-0.6
COc1cc(C2NC(=O)NC(C)=C2C(=O)OC(C)(C)C)ccc1OCC(N)=O (stereo not drawn),-3,-2,-1.5,2,-1.4,-0.8,-1.7,-0.1,3,0.2,-1.5
CN(CCc1ccccc1)C1CCCN(S(=O)(=O)c2cccc(F)c2)C1 (stereo not drawn),1,-9,-3.6,-4,-0.9,0.3,-0.9,0.0,-1,0.3,1.7
COc1cccc(CNc2ccc3c(c2)CCC3)c1,-1,-63,-2.5,13,-0.4,2.7,4.6,5.2,1,1.2,1.1
CCN(C(=O)CN1CCCC(C)C1)c1c(N)n(Cc2ccccc2)c(=O)[nH]c1=O (stereo not drawn),10,-2,-0.1,3,-1.3,0.4,0.9,-0.6,-1,0.7,1.5
c1nnc(NC2=NCCCCC2)s1,8,-2,0.2,0,-0.7,0.9,-1.3,2.1,-1,0.8,0.2
O=C(O)CCc1nn2c3ccccc3n(Cc3ccccc3)c2nc1=O,-7,-354,-1.5,5,-0.8,3.3,0.4,-2.9,0,-0.6,2.9
CCN1CCCC1CNC(=O)c1ccccc1Cl (stereo not drawn),-6,5,-0.1,-7,-1.2,0.2,-0.3,-0.5,1,0.0,0.5
Nc1ccc(O)cc1C(=O)OCC(=O)C12CC3CC(CC(C3)C1)C2,0,-134,-3.6,-7,-0.6,-0.5,-1.5,-0.5,1,-0.3,3.4
COC(=O)c1ccc(/C=N/NC(=O)CC(=O)NCC(C)C)cc1,-3,4,-1.4,-1,-1.1,-0.6,0.3,-0.5,-1,-0.6,-2.7
O=C(CSc1nnc(C2CC2)n1-c1ccccc1)Nc1ccc(N2CCOCC2)cc1,6,-1,0.7,3,-1.3,0.5,0.5,0.0,-3,-0.4,-2.0
Cn1nc(CC#N)c2c(=N)n(N)cnc21,-3,-16,-2.4,-2,-0.7,-0.4,2.5,-1.7,6,0.8,-0.3
COc1ccc(CNC(=O)CN2CCN(c3ccc(F)cc3)CC2)cc1,6,-8,3.1,4,-1.2,0.4,-0.4,1.4,-4,0.2,0.3
CC(=O)NS(=O)(=O)c1cccnc1Nc1cccc(Cl)c1C,-1,-2,-3.0,1,-0.8,-0.6,-1.4,-1.3,4,0.2,0.1
COc1ccc(C(CNC(=O)C(CCSC)NC(=O)c2ccccc2Cl)N2CCOCC2)cc1 (stereo not drawn),4,5,1.3,8,-1.2,-1.4,-1.0,-1.7,0,1.6,0.7
COc1ccc2oc(-c3ccco3)cc(=O)c2c1,2,i,2.3,-1,0.1,0.5,3.4,19*,3,4.5*,6.1
Cc1cc(C)c2cc3c(ccn3C3OC[C@H](O)[C@H](O)[C@H]3O)cc2n1 (stereo partly drawn),3,i,0.1,-4,-1.0,-0.1,0.0,-1.5,0,-0.6,1.1
N#Cc1c(N)n[nH]c1Cc1cccc2ccccc12,4,0,-0.2,4,-1.3,0.2,-1.0,0.3,-2,-0.2,0.9
CCC(=O)Nc1cc2c(C)cc(=O)oc2cc1C,-2,-51,0.4,-3,-1.1,0.5,2.1,1.5,-4,-0.5,-1.3
O=C(COC(=O)Cc1n[nH]c(=O)c2ccccc12)Nc1ncc(Cl)cc1Cl,-8,-4,-1.5,-4,-0.2,-0.6,2.4,1.9,1,-0.5,-0.3
CCCCOC(=O)/C=C\C(=O)NC(N)=O,-1,-8,-1.2,-7,-0.1,4.0,2.4,-1.6,-3,-0.1,3.3
COc1ccc(-n2nc(C(=O)NCC(=O)N3CCCCC3)c3ccccc3c2=O)cc1,-2,-14,1.8,8,-1.0,0.8,0.3,0.4,3,-0.1,0.2
CC(=O)c1ccccc1C(=O)N1CCCC(C(=O)c2ccc(C(F)(F)F)cc2)C1 (stereo not drawn),0,4,-0.4,4,-0.9,0.3,-1.6,2.3,2,-1.9,0.8
Cc1cccc(C(=O)N=c2c(C#N)cc3c(=O)n4cccc(C)c4nc3n2Cc2ccco2)c1,-4&-6,i,0.0&3.8,-7&-3,-0.9&-1.0,-0.4&-0.6,-0.3&-1.0,-0.4&0.4,5&4,0.1&-0.8,2.1&0.9
O=C(COC(=O)/C=C/c1ccc([N+](=O)[O-])cc1)NCC1CCCO1 (stereo not drawn),-2,-5,-0.7,-5,-1.7,-0.3,-0.6,-0.1,-1,-0.2,-0.4
COc1ccc(-c2c(-c3ccc(C#N)cc3)oc(=O)c3cc(OC)c(OC)cc23)cc1,-5,i,-1.1,3,-1.9,-0.3,-2.1,0.1,0,-0.7,-1.5
COc1cc(OC)cc(C(=O)NNC(=O)c2ccc(-n3cncn3)c([N+](=O)[O-])c2)c1,1,-1,-2.0,3,-0.6,-1.1,-1.3,-2.0,-1,0.0,2.4
Cc1cccc(NC(=O)CC23CC4CC(C2)CC(n2nnc(C)n2)(C4)C3)c1,0,4,-1.8,-3,-1.5,-2.0,-1.1,-1.0,-1,0.1,2.5
